Assay outcomes deposited in PubChem by The Scripps Research Institute Molecular Screening Center.
CHO parental Ca: ATP-evoked calcium signal inhibitors, parental CHO, primary screen, counter-screen for OX1R antagonist project, cell-based, fluorescence, Fluo-8 calcium dye; parental CHO-K1, ATP-induced calcium, Fluo-8 fluorescence; AID 463079, 2010; actives 0.63% (n = 330,000); inhibition, % at 5.6 µM;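 active = inhibition above that plate's mean sample inhibition plus 3 SD, cut at about 26% in these data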;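 also: 0% = ATP-challenged DMSO wells and 100% = DMSO wells without ATP; some compounds past the cut are filed as inactive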
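Assay system – parental CHO cells · Reagent – ATP stimulus · Detection – intracellular calcium via Fluo-8 no-wash fluorescent dye · Evaluation – percent inhibition of ATP-evoked calcium rise, normalized to controls · Controls – ATP wells versus no-ATP DMSO wells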
OXTR potentiate: human OXTR potentiators, primary screen, fluorescence, CHO-OTR cells, Fluo-8 calcium; Oxytocin receptor (Homo sapiens), P30559; Fluo-8 calcium fluorescence, potentiator mode; 0% = oxytocin EC15, 100% = EC100; activation, % at 3 µM; actives 0.061% (n = 320,000); AID 2445, 2010;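 active = activation above that plate's cutoff, the mean activation of tested compounds plus 3 SD, cut at about 6.6% in these data, passing the limit was not always enough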;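 also: 100% uses oxytocin at 75 nM as the full agonist control; some results filed as inactive read as strong as hits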
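Assay system: CHO cell line stably expressing human OTR. Reagent: EC15 oxytocin agonist. Dosing: single dose, 3.0 µM nominal final compound concentration. Timing: compound 6 min at room temperature before oxytocin, 100 s read. Signal: kinetic Fluo-8 calcium fluorescence. Controls: oxytocin EC15 low and EC100 high.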
M1 ag: human M1 muscarinic receptor agonists, primary screen, Fluo-8 calcium fluorescence, CHO-K1 cells, HTS | Muscarinic acetylcholine receptor M1 (Homo sapiens), P11229 | CHO-K1 hM1, agonist mode; 0% DMSO, 100% acetylcholine EC100 | activation, % at 3 µM | actives 0.33% (n = 360,000) | AID 588814, 2011;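 active = activation above the run's mean compound activation plus 3 SD, cut at about 16% in these data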;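 also: peak over basal fluorescence ratio within a 140 s kinetic read after compound addition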
Target sequence (P11229 whole entry, looked up): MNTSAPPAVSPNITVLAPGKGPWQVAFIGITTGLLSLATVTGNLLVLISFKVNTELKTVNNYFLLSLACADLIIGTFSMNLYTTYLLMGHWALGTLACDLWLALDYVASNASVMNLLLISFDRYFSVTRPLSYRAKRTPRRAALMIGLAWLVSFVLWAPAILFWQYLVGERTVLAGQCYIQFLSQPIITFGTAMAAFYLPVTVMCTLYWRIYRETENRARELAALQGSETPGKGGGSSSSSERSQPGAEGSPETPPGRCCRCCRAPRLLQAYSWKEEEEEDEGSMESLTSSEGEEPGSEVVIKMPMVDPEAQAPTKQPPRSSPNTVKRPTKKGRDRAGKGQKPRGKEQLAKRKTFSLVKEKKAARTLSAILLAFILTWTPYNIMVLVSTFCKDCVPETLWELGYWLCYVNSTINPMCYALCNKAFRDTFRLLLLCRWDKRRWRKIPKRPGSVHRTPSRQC
TAAR1 agonist: human TAAR1 agonists, primary screen, Fluo-8 calcium fluorescence, CHO RD-HGA16 cells; Trace amine-associated receptor 1 (Homo sapiens), Q96RJ0; activation, % at 3 µM; vehicle wells 0%, saturating PEA agonist 100%; actives 0.99% (n = 360,000); AID 624467, 2012;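 active = activation above the mean activation of all test compounds in the run plus 3 SD, cut at about 38% in these data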
Target sequence (Q96RJ0 whole entry, looked up): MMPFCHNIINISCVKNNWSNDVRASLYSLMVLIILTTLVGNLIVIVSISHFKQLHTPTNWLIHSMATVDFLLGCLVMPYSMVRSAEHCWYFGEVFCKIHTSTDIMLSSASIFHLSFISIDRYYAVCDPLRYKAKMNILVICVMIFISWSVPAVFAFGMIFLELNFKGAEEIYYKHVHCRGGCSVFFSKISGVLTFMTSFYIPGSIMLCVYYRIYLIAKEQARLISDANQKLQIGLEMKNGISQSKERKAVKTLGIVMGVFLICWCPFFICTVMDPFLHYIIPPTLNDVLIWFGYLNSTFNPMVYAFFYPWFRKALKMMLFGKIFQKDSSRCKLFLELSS
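Repeats: no replicates (n 1) | Material: CHO-derived RD-HGA16 cells with stable Gα16 and human TAAR1 | Technique: Kinetic Fluo-8 calcium fluorescence | Schedule: 17-24 h seeding, 75 min 37 °C dye, 30 min RT | Evaluation: % activation from peak over basal fluorescence ratio, DMSO-to-PEA scaled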
TAAR1 antagonist: human TAAR1 antagonists, primary screen, Fluo-8 calcium fluorescence, CHO RD-HGA16 cells; Trace amine-associated receptor 1 (Homo sapiens), Q96RJ0; antagonist; inhibition, % at 3 µM; AID 624466, 2012; actives 1.5% (n = 360,000);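 active = inhibition above a per-plate cutoff, the mean inhibition of test compounds on that plate plus 3 SD, cut at about 49% in these data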;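 also: 0% = DMSO plus EC80 beta-PEA response and 100% = DMSO alone without agonist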
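Test system: CHO RD-HGA16 cells bearing hTAAR1 | Reagent: β-PEA, EC80 | Compound dosing: 3 µM, single point | Schedule: Dye loading 75 min at 37 °C, then 30 min room temperature | Signal: Calcium fluorescence with Fluo-8 | Evaluation: Percent inhibition of PEA-evoked calcium signal, max/basal emission ratio | Control set: DMSO-only wells and EC80 β-PEA-stimulated wells | Repeats: Singlicate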
M1 PAM parental: nonselective calcium activators in parental CHO-K1 cells, primary screen, counter-screen for M1 PAM project, cell-based, Fluo-8 calcium fluorescence, full deck, 1536-well; AID 602247, 2012; ATP EC20; 0% at ATP EC20, 100% at ATP max; actives 0.02% (n = 360,000); activation, % at 3 µM;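 active = activation above the run cutoff, the mean activation of all test compounds plus 3 SD, cut at about 40% in these data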;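 also: peak over basal fluorescence ratio in a 140 s read after ATP addition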
M1 ag parental: counter-screen for M1 agonists: effect in parental CHO-K1 cells; AID 602248, 2012; Fluo-8 calcium fluorescence; scaled to maximal ATP response, vehicle zero; actives 0.48% (n = 360,000); activation, % at 3 µM; in the data active = activation above about 15%;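 also: untransfected CHO-K1 host cells lacking M1 receptor as counterscreen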
CHO-K1 Ca antag: M1 antagonist counterscreen hit in parental CHO-K1 cells; inhibition, % at 3 µM; ATP-induced calcium, Fluo-8 fluorescence; actives 0.6% (n = 360,000);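 active = inhibition above a per-plate cutoff, the plate's mean sample inhibition plus 3 SD, cut at about 24% in these data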;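 also: 0% = DMSO plus EC80 ATP and 100% = DMSO alone without ATP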
M1 antag: human M1 muscarinic receptor antagonists, primary screen, CHO-K1 cells, Fluo-8 calcium fluorescence, 1536-well | CHO-K1 hM1, ACh EC80 antagonist | inhibition, % at 3 µM | actives 1.3% (n = 360,000);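 active = percent inhibition above its own plate's cutoff, namely the mean of that plate's compound wells plus 3 SD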;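 also: peak over basal fluorescence ratio during 140 s after agonist addition; 0% = ACh EC80 plus DMSO and 100% = DMSO alone without agonist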
* hit, by the source's call; · = not tested or not shown. Random draw from the library; about 4.2% have a hit in one of these screens.

SMILES	CHO parental Ca	OXTR potentiate	M1 ag	TAAR1 agonist	TAAR1 antagonist	M1 PAM parental	M1 ag parental	CHO-K1 Ca antag	M1 antag
Cc1ccc(Cc2c(-c3cccc(Br)c3)nc3c(C)cc(Br)cn23)cc1	·	·	·	-0.9	-4.9	-15.7	-0.3	18.7	·
COc1ccc(Br)c(Cn2c(C)c(C(=O)NCc3cccc([N+](=O)[O-])c3)sc2=O)c1	·	·	-10.3	2.6	19.6	1.6	1.5	15.0	88.9*
NC(=O)c1ccsc1NC(=O)COC(=O)C1=NNC(=O)CC1	-1.7	-8.6	-1.1	1.5	-7.7	13.2	0.2	-15.0	-6.3
Cc1cccc(CSc2ccc3nnc(-c4cccnc4)n3n2)c1	-29.6	-4.2	-4.2	3.7	-0.5	19.9	1.7	-5.4	-11.0
CN1C[N+]([O-])=C(c2ccccc2)C1(C)C	-10.7	0.0	-3.9	1.4	0.7	15.2	0.4	-13.0	-10.2
CCn1c(COc2cccc3cccnc23)nnc1SC(F)F	-21.6	1.8	-12.9	3.4	-13.1	-7.6	0.0	18.9	-8.4
CCN(CC)S(=O)(=O)c1ccc2c3c(cccc13)C(=O)S2	-26.0	-4.5	-2.1	12.5	8.0	9.1	3.1	-20.4	-1.7
CC1CCCCC1NC(=O)COC(=O)c1ccc2c(=O)n3c(nc2c1)CCC3 (stereo not given)	-7.3	0.5	-5.9	1.9	3.1	10.9	0.8	-16.6	-6.1
CC(C)(O)CC[C@H](OC(=O)c1ccccc1)[C@](C)(O)[C@H]1CC[C@@]2(O)C3=CC(=O)[C@@H]4C[C@@H](O)[C@H](O)C[C@]4(C)C3CC[C@]12C (stereo not given in full)	1.7	-4.8	5.2	0.0	-14.6	-17.6	-0.3	12.0	23.7
CC1CCC/C(=C\Nc2ccccc2C(=O)O)C1=O (stereo not given)	-1.8	4.2	-3.9	8.9	5.8	0.6	-0.2	5.0	-1.4
O=C(CCC1CCCCC1)NCc1cccnc1	-15.6	-1.0	-4.0	1.0	7.8	12.5	0.2	-6.8	-11.3
CC(C)C(NS(=O)(=O)c1ccc2c(c1)oc(=O)n2C)C(=O)N1CCN(c2ccccc2F)CC1 (stereo not given)	-17.3	-2.1	-6.8	1.1	4.5	3.5	0.5	-7.2	1.3
CCOc1ccc(NS(=O)(=O)c2ccc(NC(=S)NC(C)=O)cc2)cc1	-3.7	-13.6	34.2*	85.5*	21.7	21.1	21.8*	2.9	7.3
O=C(Nc1ccc(Br)cc1)c1cccnc1N1CCOCC1	-8.9	-10.4	-5.7	8.9	2.3	22.4	3.2	-12.1	-5.3
Cc1cccc(NCC(O)Cn2cnc3c2c(=O)n(C)c(=O)n3C)c1 (stereo not given)	-14.4	-17.4	-0.4	6.5	14.0	6.9	1.4	1.5	5.6
Cc1cc2oc3c(c(=O)c2cc1C)C(c1cccc(Br)c1)N(Cc1ccco1)C3=O (stereo not given)	-14.3	-15.2	-4.0	17.6	-9.0	12.2	0.6	-1.2	-1.2
COc1ccc(CNC(=O)Nc2ccc(C)c(C)c2)cc1	-10.7	-6.0	-7.0	1.8	-12.0	-3.6	0.1	10.9	4.1
COC(=O)[C@@]1(Cc2ccccc2)[C@H]2C(=O)N(C)C(=O)[C@H]2[C@H]2CN=C(SCc3ccc(Cl)cc3)N21	-25.5	·	-2.0	3.0	-7.9	16.6	1.4	-9.2	-12.2
Cc1cccc(NC(=O)CCNC(=O)c2ccccc2Cl)n1	-5.9	-2.4	-1.6	0.4	-11.5	4.8	1.6	-2.0	-6.2
NS(=O)(=O)c1cccc(NC(=O)COC(=O)CN2C(=O)c3ccccc3C2=O)c1	-2.8	-5.4	-1.1	0.3	4.8	24.1	0.5	-20.6	12.1
COc1ccc(C(=O)Nc2nc(-c3ccc(OC)cc3)c(-c3ccc([N+](=O)[O-])cc3)s2)cc1	1.2	-6.9	0.2	-1.1	-4.4	30.8	0.2	-15.2	-5.6
C/C(=N\NC(=O)CNC(=O)C(c1ccccc1)c1ccccc1)c1ccc(C)cc1	30.7*	-0.8	·	-0.5	-4.5	·	·	·	·
CC(=O)NC(c1ccccc1)c1nc(-c2cc(F)cc(F)c2)cs1 (stereo not given)	·	·	-0.1	0.9	-15.9	10.6	0.2	-4.8	-18.9
CCOc1ccc(CNC(=S)N/N=C/c2cccnc2)cc1	-16.1	11.9	-10.2	-3.1	1.2	27.7	0.6	-16.1	-4.8

Full records, looked up by structure. Screens in order: CHO parental Ca | OXTR potentiate | M1 ag | TAAR1 agonist | TAAR1 antagonist | M1 PAM parental | M1 ag parental | CHO-K1 Ca antag | M1 antag
CCOc1ccc(CNC(=S)N/N=C/c2cccnc2)cc1 across the screens: -16.1 | 11.9 | -10.2 | -3.1 | 1.2 | 27.7 | 0.6 | -16.1 | -4.8
COc1ccc(C(=O)Nc2nc(-c3ccc(OC)cc3)c(-c3ccc([N+](=O)[O-])cc3)s2)cc1 across the screens: 1.2 | -6.9 | 0.2 | -1.1 | -4.4 | 30.8 | 0.2 | -15.2 | -5.6
O=C(Nc1ccc(Br)cc1)c1cccnc1N1CCOCC1 across the screens: -8.9 | -10.4 | -5.7 | 8.9 | 2.3 | 22.4 | 3.2 | -12.1 | -5.3

Next section.
SMILES	CHO parental Ca	OXTR potentiate	M1 ag	TAAR1 agonist	TAAR1 antagonist	M1 PAM parental	M1 ag parental	CHO-K1 Ca antag	M1 antag
CN(Cc1ccccc1)C(=O)COc1ccc(-c2nnco2)cc1	-7.6	-8.1	-4.3	-0.6	1.6	18.5	5.4	-3.3	-2.1
CC(=O)Oc1ccc(C(=O)Nc2nnc(C)s2)cc1	10.2	5.4	2.2	4.4	-6.7	11.3	0.6	-4.0	0.0
O=C(Nc1ccn(Cc2ccccc2)n1)c1cccc(F)c1	·	·	-6.0	-0.5	2.2	19.9	2.3	-17.8	-5.9
Cc1cc2oc(=O)cc(CN3CCC(C)CC3)c2cc1Cl	8.0	-15.0	-2.7	-0.3	15.8	5.1	0.8	-10.4	-8.5
O=C(NCCOC(=O)c1ccccc1)c1ccccc1	-21.7	-3.4	-5.0	0.7	-7.3	7.6	1.9	-3.8	10.0
CN(C)C=Nc1nonc1-c1ncn[nH]1	-11.9	-8.3	0.6	8.4	-7.4	12.5	-0.1	1.6	-1.2
COC(=O)C1=NNC(C(=O)c2ccco2)C1c1ccccc1 (stereo not given)	-14.1	-2.1	-9.4	4.6	20.7	3.8	0.6	-11.4	-0.2
O=[N+]([O-])c1ccc(N2CCNCC2)cc1Sc1nc2ccccc2[nH]1	-18.3	2.1	-13.5	1.5	-9.2	18.6	-0.1	-9.6	-1.6
CCCCn1c(N)c(N(CCC(C)C)C(=O)C2CSC3(C)CCC(=O)N23)c(=O)[nH]c1=O (stereo not given)	-20.4	-0.2	1.6	2.4	2.4	-18.2	0.0	-3.9	-25.7
O=C(O)c1cccc(-c2csc(C(O)c3ccc(F)cc3)n2)c1 (stereo not given)	·	·	-0.2	1.8	1.1	15.5	0.3	-7.6	-1.7
COc1cc2c(cc1NC(=O)c1cccc([N+](=O)[O-])c1C)oc1ccccc12	-13.3	-3.2	-2.5	·	·	1.5	0.6	-17.8	1.8
Cc1ccc(S(=O)(=O)Cn2nnnc2CN(Cc2ccco2)Cc2cccs2)cc1	-5.1	-15.1	-4.8	5.3	7.8	20.2	0.9	-2.2	-8.7
O=C(Cc1ccc(F)cc1)N[C@@H]1c2ccccc2CC[C@@H]1O	-32.7	·	-1.6	3.3	-18.3	6.5	0.4	-14.2	-15.8
Cc1nccn1-c1ncnc2sc3c(c12)CCCC3	-6.3	1.1	-8.8	10.5	2.1	15.6	1.4	-18.4	0.2
O=C(CNS(=O)(=O)c1cccc(F)c1)OCC(=O)N1CCCC1=O	-10.2	-4.5	-2.2	5.2	-15.4	-3.8	0.3	-10.0	-5.5
Cc1nn(CCCC(=O)N2CCc3ccccc3C2)c(=O)c2cc3sccc3n12	-10.9	0.0	-6.5	10.4	0.8	9.7	1.7	-0.8	-14.8
CCc1sc(C(=O)Nc2ccc3c(c2)OCO3)cc1C	-16.4	-2.4	-6.3	-3.5	-5.2	14.4	-1.3	-9.6	-8.3
COc1ccc(CCC(C)NCc2ccccc2OC)cc1 (stereo not given)	-5.0	-1.9	-8.3	-0.6	-13.3	9.0	0.6	-3.9	-9.9
O=C(NCCc1ccccc1)C1CCC(CNS(=O)(=O)c2cccs2)CC1 (stereo not given)	2.1	-3.8	-6.3	7.1	11.8	16.8	0.8	-9.5	-8.7
CCCc1cc(=O)oc2cc(C)cc(OCC(=O)NC3CCN(Cc4ccccc4)CC3)c12	-29.4	3.7	-5.5	-0.3	-21.5	12.9	0.3	3.5	-12.2
Clc1cccc(Cl)c1CSc1nnc(/C=C/c2ccccc2)o1	-4.0	-20.3	-4.7	1.1	26.4	5.5	0.2	-7.4	1.3
CCOC(=O)/C(C#N)=C/c1cc2ccccc2nc1N1CCCCC1	-13.7	-2.8	-2.5	0.5	8.5	11.7	0.6	4.8	-5.7
O=C(N/N=C/c1c(F)c(F)c(F)c(F)c1F)c1ccc(Cn2cc(Br)cn2)o1	-8.0	-6.4	-5.2	1.8	-23.1	21.5	0.1	-2.3	-1.1
O=C(O)c1ccc(COCC(F)(F)C(F)F)o1	-7.5	-7.1	-0.1	-0.5	13.4	4.0	-0.2	1.8	-24.4
CCCNC(=O)c1cc(C2CCCCN2C(=O)c2ccc(NC(C)=O)cc2)on1 (stereo not given)	·	·	-8.0	3.4	-1.0	2.8	1.5	-5.2	-11.7
COCCNC(=O)NC(=O)COC(=O)c1ccc2[nH]c3c(c2c1)CCCC3	1.8	-12.0	-1.4	5.1	-17.1	-12.3	-0.1	-0.5	10.7
CCCC(C(=O)NC(C)(C)C)N(CC1CCCO1)C(=O)CNS(=O)(=O)c1ccc(F)cc1 (stereo not given)	-7.7	-1.2	0.0	2.6	-1.5	25.7	-0.1	-10.6	-21.2
CCOC(=O)/C(C(C)=O)=C1\OC(=O)c2ccccc21	0.2	-6.5	-1.1	16.7	-5.7	1.9	-0.1	-1.4	2.1
